Bioassay records as filed in PubChem.
MsrA inh: bovine MsrA enzyme inhibitors, primary screen, biochemical, absorbance, HTS. Methionine sulfoxide reductase A (Bos taurus). purified bovine MsrA, absorbance read-out. inhibition, % at 15.5 µM. 360,000 compounds, 0.75% hits. AID 651718, 2012; in the data active = inhibition above about 4.5%;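 note: 0% = vehicle wells with enzyme and 100% = reference inhibitor wells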
Rpn11 inh: Rpn11 (PSMD14) deubiquitinase inhibitors, primary screen, biochemical, fluorescence polarization, uHTS; 26S proteasome non-ATPase regulatory subunit 14 (Homo sapiens), O00487; human 26S proteasome, Ub4-pepOG fluorescence polarization; 20S core pre-blocked with epoxomicin; calls only at 20 µM; 360,000 compounds, 0.59% hits;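 active = inhibition at 20 µM, scaled to each plate's controls, above about 33%, limit read from the data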
Target sequence (O00487 whole entry, looked up): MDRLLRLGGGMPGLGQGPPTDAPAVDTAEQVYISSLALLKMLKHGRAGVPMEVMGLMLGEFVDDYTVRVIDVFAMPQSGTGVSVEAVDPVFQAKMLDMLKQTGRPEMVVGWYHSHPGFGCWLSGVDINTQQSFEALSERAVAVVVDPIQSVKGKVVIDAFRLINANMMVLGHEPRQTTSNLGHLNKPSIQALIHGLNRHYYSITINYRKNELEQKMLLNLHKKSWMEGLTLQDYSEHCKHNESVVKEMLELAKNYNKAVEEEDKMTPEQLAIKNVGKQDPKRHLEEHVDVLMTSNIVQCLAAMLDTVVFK
CSN deneddyl inh: inhibitors of CSN-mediated cullin deneddylation, primary screen, biochemical, fluorescence polarization, uHTS | Purified CSN, SCF-Nedd8-OG deneddylation | inhibition, % at 12.5 µM | 360,000 compounds, 0.38% hits;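 active = pattern-corrected inhibition above about 35%, with an unprinted fluorescence ratio check between 0.5 and 1.5, limit read from the data, passing the limit was not always enough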;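 note: 0% = enzyme with substrate and 100% = substrate without enzyme; some results filed as inactive read as strong as hits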
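Test system: purified human Csn5 enzyme expressed in HEK293T cells. Amount: 0.24 nM enzyme. Reagent: SCFSkp2-Nedd8OG substrate at 10 nM final. Schedule: 90 min incubation of compound, enzyme and substrate at room temperature. Detection: fluorescence polarization. Read-out: % inhibition of substrate cleavage by Csn5.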
Rin1-Abl PPI inh: inhibitors of Rin1-Abl protein binding, primary screen, biochemical, TR-FRET; Tyrosine-protein kinase ABL1 (Homo sapiens) + Ras and Rab interactor 1 (Homo sapiens), …; inhibition, % at 7.35 µM; 360,000 compounds, 0.4% hits; in the data active = inhibition above about 5%, passing the limit was not always enough
bovine MsrA act: bovine MsrA enzyme activators, primary screen, biochemical, absorbance, HTS; Methionine sulfoxide reductase A (Bos taurus); purified bovine MsrA, absorbance read-out; activation, % at 10.6 µM; 360,000 compounds, 0.3% hits; in the data active = activation above about 7.5%;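 note: 0% = vehicle and 100% = reference activator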
E coli Lon inh: inhibitors of E. coli Lon protease, primary screen, biochemical, fluorescence polarization; AID 602123, 2011; P0A9M0; purified E. coli Lon protease; inhibition, % at 7.94 µM; 360,000 compounds, 0.42% hits; in the data active = inhibition above about 13%, passing the limit was not always enough;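 note: 0% = enzyme with probe and DMSO and 100% = no enzyme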
Target sequence (P0A9M0 whole entry, looked up): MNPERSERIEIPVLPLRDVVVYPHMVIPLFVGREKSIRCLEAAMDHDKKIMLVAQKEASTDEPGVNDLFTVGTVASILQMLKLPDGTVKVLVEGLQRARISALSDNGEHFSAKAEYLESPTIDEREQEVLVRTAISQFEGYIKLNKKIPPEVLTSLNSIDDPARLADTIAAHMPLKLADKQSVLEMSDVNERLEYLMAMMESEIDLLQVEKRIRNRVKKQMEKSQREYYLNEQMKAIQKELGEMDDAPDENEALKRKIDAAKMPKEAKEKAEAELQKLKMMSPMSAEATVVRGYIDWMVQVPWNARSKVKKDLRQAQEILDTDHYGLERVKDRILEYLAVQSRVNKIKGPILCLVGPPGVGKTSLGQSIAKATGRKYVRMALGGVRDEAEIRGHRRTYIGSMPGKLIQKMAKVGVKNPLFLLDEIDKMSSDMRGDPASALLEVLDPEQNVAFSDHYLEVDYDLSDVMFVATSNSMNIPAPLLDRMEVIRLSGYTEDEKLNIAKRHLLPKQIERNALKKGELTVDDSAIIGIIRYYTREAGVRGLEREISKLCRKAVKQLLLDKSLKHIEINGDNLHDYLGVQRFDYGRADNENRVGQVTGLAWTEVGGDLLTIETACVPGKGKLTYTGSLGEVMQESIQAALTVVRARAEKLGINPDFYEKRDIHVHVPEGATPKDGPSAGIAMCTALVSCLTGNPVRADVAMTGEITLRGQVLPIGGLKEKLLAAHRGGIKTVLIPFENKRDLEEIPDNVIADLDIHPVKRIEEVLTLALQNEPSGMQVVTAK
FAS-TE inh: FAS thioesterase domain inhibitors, primary screen, biochemical, fluorescence intensity, uHTS | 360,000 compounds, 0.67% hits | Fatty acid synthase (Homo sapiens), P49327 | recombinant FAS-TE, OMFH fluorogenic substrate, fluorescence endpoint | inhibition, % at 15 µM;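 active = compounds whose normalised, plate-corrected inhibition of enzyme fluorescence in the single-dose primary screen is 50% or more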;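 note: 0% = DMSO with enzyme and 100% = substrate without enzyme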
PABP1 MLLE inh: inhibitors of PABP1 MLLE–PAM2 peptide binding, primary screen, biochemical, fluorescence polarization, FITC-PAM2, GST-MLLE; 360,000 compounds, 0.36% hits; inhibition, % at 20 µM; in the data active = inhibition above about 35%, passing the limit was not always enough;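 note: plate controls were DMSO wells with GST-MLLE for no effect and wells lacking GST-MLLE protein for full effect; some results filed as inactive read as strong as hits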
MT1-MMP act inh: blockers of MT1-MMP proenzyme processing, primary screen, HT1080 RFP-PRO-GFP cells, GFP/RFP fluorescence. GFP/RFP ratio fluorescence, overnight; percent of plate control window, DMSO zero. GFP/RFP ratio change, % at 20 µM. 360,000 compounds, 0.061% hits. AID 651647, 2012;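 active = GFP/RFP ratio change of at least 30% with cell ATP level not reduced by more than half and red fluorescence within 50% of control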; note: strong numbers were not always called active
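Assay system: HT1080 RFP-PRO-GFP cells. Benchmarks: DMSO vehicle wells and RFP-L50D-GFP reporter cell wells. Times: overnight cell settling, then overnight compound exposure, 37 °C, 5% CO2. Compound: 20 µM single dose, 1% DMSO. Read-out basis: GFP/RFP fluorescence ratio.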
* marks the source's active call; other numbers are inactive results; i = inactive; / = not tested or not shown. An unsorted share of the library. About 3.7% of those tested had a hit in this group.

A first look, two compounds:
SMILES	MsrA inh	Rpn11 inh	CSN deneddyl inh	Rin1-Abl PPI inh	bovine MsrA act	E coli Lon inh	FAS-TE inh	PABP1 MLLE inh	MT1-MMP act inh
Cc1nc([N+](=O)[O-])cn1C(C)C	0.5	i	-1.5	-3.0	-2.5	-5.9	-2.7	-23.6	-2.2
COc1cccc(Nc2nc3ccc(OC)cc3s2)c1	-0.5	i	-6.1	-4.2	1.8	10.7	19.7	-3.4	4.7

The list itself (from the top)
SMILES	MsrA inh	Rpn11 inh	CSN deneddyl inh	Rin1-Abl PPI inh	bovine MsrA act	E coli Lon inh	FAS-TE inh	PABP1 MLLE inh	MT1-MMP act inh
Cc1nc([N+](=O)[O-])cn1C(C)C	0.5	i	-1.5	-3.0	-2.5	-5.9	-2.7	-23.6	-2.2
COc1cccc(Nc2nc3ccc(OC)cc3s2)c1	-0.5	i	-6.1	-4.2	1.8	10.7	19.7	-3.4	4.7
Cc1ccc2sc(-c3ccc(NC(=O)c4cc(-n5cnnc5)ccc4Cl)cc3)nc2c1	-0.1	i	2.5	-2.5	-2.6	-2.1	-6.0	-20.4	2.7
O=C(CSc1nc(-c2ccccc2)cc(C(F)(F)F)n1)NCc1cccs1	1.4	i	-7.8	/	/	/	-11.0	7.1	-1.6
Cc1ccc(C(=O)NCCCc2ccccc2)s1	0.0	i	-1.4	-2.7	-2.4	-12.5	-6.6	0.6	2.7
CC(C)c1nnc(NC(=O)C2CCCN2C(=O)Nc2ccc(F)cc2)s1 (stereo not given)	-0.7	i	5.8	0.5	-1.1	-6.0	-0.9	0.6	-3.3
O=C(CN(C(=O)c1csnn1)c1ccc(Br)cc1)NC1CCCCC1	1.6	i	2.8	-2.0	-5.2	6.7	-0.4	7.2	-0.5
Nc1c(Br)c(=O)[nH]c(=O)n1-c1ccccc1	0.1	i	-2.3	0.8	-3.0	-1.4	-0.5	-21.3	-4.0
O=C(Nc1ccc(F)cc1)C(c1ccccc1)N1CCN(CC(=O)N2CCOCC2)CC1 (stereo not given)	-1.4	i	0.3	4.1	-9.4	-8.5	0.5	-7.7	3.9
Cc1ccc(-c2nc3ccc(C)cn3c2Cc2ccsc2)cc1	0.1	i	-1.4	0.8	-1.9	-7.9	7.0	7.8	-5.5
CC(C)C[C@H]1CNC(=S)N1C[C@H]1CCCN1C[C@H](Cc1ccc(O)cc1)N1C[C@H](Cc2ccccc2)N(CCc2ccccc2)C1=S	0.1	i	-2.2	0.9	-2.6	-6.8	-86.1	-34.4	-6.1
Cc1cc(C)nc(NCC(O)CNc2ccccc2Cl)n1 (stereo not given)	-0.5	i	0.9	-1.5	-5.6	-12.1	-4.9	1.3	4.4
CCC1CCc2sc(C(=O)NNC(=O)c3ccncc3)cc2C1 (stereo not given)	-0.3	i	2.7	-1.9	-2.0	4.2	-2.8	3.4	-2.2
CCOC(=O)N1CCN(C(=O)c2c(O)c3cccc4c3n(c2=O)CC4)CC1	0.5	i	1.8	4.1	-1.6	-9.3	-4.1	0.1	0.4
CNC(=O)CSc1nnc(-c2ccncc2)n1Cc1ccccc1	-0.4	i	-1.9	-1.8	-6.2	1.2	-6.1	-11.4	-1.8
CCOc1ccc2nc(SCC3CC3(Cl)Cl)[nH]c2c1 (stereo not given)	-1.0	i	0.3	-2.7	-7.3	2.3	6.9	-9.8	0.2
CCN1CCN(CCNC(=O)c2ccc(/C=C3/Sc4ccccc4N(Cc4ccccc4C)C3=O)cc2)CC1	0.1	i	-1.5	-1.8	-3.0	-8.3	15.5	-0.2	-5.2
O=C(Cc1ccccc1)Nc1cccc(C(=O)O)c1O	1.5	i	-12.8	3.9	-11.1	-9.3	-3.7	-5.3	0.8
CC(NC(=O)c1cc(Br)cs1)C1CCCO1 (stereo not given)	3.4	i	2.0	-1.9	0.3	-1.4	-4.1	-3.8	3.1
CC(=O)N1CCc2cc3nc(C)cc(C)c3cc21	-0.1	i	-1.6	-6.2	-7.2	-15.8	-6.1	-14.7	4.7
Cc1ccc(S(=O)(=O)NCC(=O)N2CCCC2)cc1	0.1	i	3.1	3.6	-10.4	-8.7	-6.0	-2.0	3.3
Cc1cccn2c(=O)c3cc(C(=O)NCc4cccnc4)c(=N)n(CC4CCCO4)c3nc12 (stereo not given)	0.6	i	0.1	-4.0	0.1	-1.7	-2.8	10.2	-0.8
COc1cc2[nH]c(C(=O)N3CCN(c4ccccc4F)CC3)cc2c(OC)c1OC	-0.4	i	0.1	1.6	-5.2	-1.5	-3.1	-6.1	1.3
O=C(NCc1ccccc1)Nc1cccn(Cc2cccc(F)c2)c1=O	0.5	i	1.3	0.6	0.7	-17.4	-3.1	-5.6	-6.2
O=C(NC(=S)NCc1ccccc1)c1ccccc1[N+](=O)[O-]	0.9	i	-0.4	2.4	-7.6	-4.0	6.6	16.2	1.7
CN1CCN(c2ccccc2NC(=O)c2ccc(-c3cccc(Cl)c3)o2)CC1	0.7	i	0.7	-6.1	-2.1	1.8	25.7	9.2	2.0
Cc1ccc(/C=N/OC(=O)c2c(C)noc2-c2snnc2C)cc1	1.0	i	2.0	0.5	-1.2	-1.3	4.5	8.3	-1.6
CCN(CC)CCn1c2ccccc2c(=O)c2c(O)ccc(O)c21	0.4	i	-1.8	-12.9	-3.4	6.0	-0.5	28.6	4.5
C=C(C)c1cccc(C(C)(C)NC(=O)N(C)C2CCN(C)CC2)c1	0.3	i	-12.6	3.5	-12.9	-4.9	-6.4	6.2	0.9
O=C(COc1ccc(Cl)cc1)NCC(=O)N/N=C/c1cccs1	0.8	i	-5.7	1.1	-6.4	-8.2	-2.3	-2.5	0.0

Fetched by structure from the entries so far, 2 records:
SMILES	MsrA inh	Rpn11 inh	CSN deneddyl inh	Rin1-Abl PPI inh	bovine MsrA act	E coli Lon inh	FAS-TE inh	PABP1 MLLE inh	MT1-MMP act inh
CC(=O)N1CCc2cc3nc(C)cc(C)c3cc21	-0.1	i	-1.6	-6.2	-7.2	-15.8	-6.1	-14.7	4.7
O=C(NC(=S)NCc1ccccc1)c1ccccc1[N+](=O)[O-]	0.9	i	-0.4	2.4	-7.6	-4.0	6.6	16.2	1.7

More results follow:
SMILES	MsrA inh	Rpn11 inh	CSN deneddyl inh	Rin1-Abl PPI inh	bovine MsrA act	E coli Lon inh	FAS-TE inh	PABP1 MLLE inh	MT1-MMP act inh
CCOC(=O)N1CCN(C(=O)C(CC)c2ccccc2)CC1 (stereo not given)	-0.1	i	-0.4	-0.1	-5.2	12.0	-8.3	2.5	-3.8
Cc1nc(NC(=O)c2ccccc2)sc1-c1csc(NCc2ccccc2)n1	2.4	i	31.9	1.6	-5.2	0.8	13.0	-29.9	-5.1
CSCCC(=O)N(C)CC1CCN(CCc2cccc(C(F)(F)F)c2)CC1	-0.3	i	-0.7	-0.3	-1.0	-6.5	-4.9	-7.5	1.7
Cc1nc2cc(C(=O)OCC(=O)NC(C)C(C)C)ccc2n1-c1ccccc1 (stereo not given)	0.4	i	2.0	-0.3	-3.3	1.0	-1.9	1.7	3.5
Cc1cc(F)c(F)c(C(=O)N2CCCCC2C)c1Cl (stereo not given)	0.6	i	-1.6	3.2	-1.5	2.4	0.2	13.8	1.6
CCOC(=O)c1sc(NC(=O)c2ccco2)nc1C	0.5	i	-2.0	-0.8	-3.2	16.6	-6.4	-1.8	-0.4
COC(=O)C1=C(CS(=O)(=O)c2ccc(OC)c(OC)c2)NC(=O)NC1c1ccc(O)c(OC)c1 (stereo not given)	-1.1	i	-4.6	-0.2	-3.4	-0.1	-7.5	-4.3	-3.2
COc1ccccc1[C@@H]1C(c2cccc(C)c2)=NN(c2ccccc2)[C@H]1C(=O)N1CCOC1=O	1.5	i	-1.8	3.5	-1.4	3.0	74.3*	-8.3	-2.5
Cc1cc(C)c(C(=O)N2CCCC(C(=O)c3cc(F)ccc3F)C2)o1 (stereo not given)	-0.6	i	0.3	-0.5	-0.8	-6.4	-6.4	-1.4	-6.7
O=C(C[n+]1cccc(C(=O)Nc2ccccc2)c1)c1ccccc1	-0.2	/	1.8	/	-3.8	-7.3	-4.2	/	-3.9
COc1ccccc1CN1CCN(Cc2nc(Cc3ccccc3)no2)CC1	-0.2	i	4.9	0.3	-0.3	4.5	-3.9	0.8	1.5
CC1CCc2c(nc3ncnn3c2Nc2ccc(OC(F)(F)F)cc2)C1 (stereo not given)	0.8	i	2.7	-0.6	-0.4	2.1	13.0	-18.9	-3.1
CCN(CC)c1ccc(C(=S)NCc2ccccc2)cc1	1.0	i	-3.2	-1.1	-7.2	4.1	2.0	15.0	0.0
O=C(Nc1ccc(Cl)cc1F)c1ccccc1Br	0.0	i	-10.4	-2.5	-4.8	6.0	-5.9	5.3	0.6
CCn1c(=O)c(C(=O)CN2CCc3ccccc32)c(N)n(Cc2ccccc2)c1=O	-1.1	i	0.8	-1.1	-0.5	-3.5	2.7	-4.9	3.8
CC(=O)NC(CC(=O)OCC(=O)c1ccc(NC(=O)CC(C)C)cc1)c1ccccc1 (stereo not given)	-0.8	i	4.9	-0.5	-3.0	-0.4	-8.9	-6.8	-0.8
CCOP(=O)(OCC)/C(=N/OC(=O)c1ccc(OC)cc1)C(N)=O	0.8	i	2.5	3.4	-12.0	-2.4	4.4	12.7	-2.5
COc1ccc(/C=N/NC(=O)c2ccc3c(c2)NC(=O)C(C)(C)O3)cc1OC	4.0	i	0.6	-2.0	-3.8	3.9	-1.7	19.8	4.2
COc1cccc(CNC(=O)[C@@H]2CCCN2C(=O)OC(C)(C)C)c1	0.3	/	-3.4	/	-8.3	1.9	-12.6	/	1.8
COc1cc(/C=N/NC(=O)c2nc3ccccn3c2C)cc(OC)c1O	6.3*	i	-9.1	0.7	-6.0	-4.2	-6.5	-4.6	0.8
CSCCC(NC(=O)c1cccc(C)c1)C(=O)O (stereo not given)	1.2	i	-0.1	0.4	-0.6	2.4	-1.8	3.2	-2.8
Cc1cccc2c1N(CCOc1ccccc1Cl)C(=O)C2=O	-1.4	i	-2.0	-2.8	8.0*	-10.2	-1.5	-9.5	2.6
Cc1ccc(C)c(NC(=O)CN(C)C(=O)COc2ncnc3sccc23)c1	0.5	i	0.8	-2.1	-1.9	-1.4	-11.6	-15.7	3.0
COc1ccc2cc(S(=O)(=O)n3cnc(C)c3)ccc2c1	0.7	i	-0.6	-1.8	2.0	-2.0	-0.8	-3.9	5.3
COC(=O)c1nn(-c2ccccc2)c(Cl)c1/C=N/O	1.8	i	-5.5	0.1	0.1	0.9	-2.4	-8.2	5.2
Cc1ccc(-c2nnc(CCC(=O)NCC3C4CC5CC(C4)CC3C5)o2)s1 (stereo not given)	0.7	i	-3.2	1.7	-3.5	1.1	6.6	-4.9	0.5
